Screening data: PubChem BioAssay, National Center for Advancing Translational Sciences (NCATS)
D1 agonist = Allosteric Agonists of the Human D1 Dopamine Receptor: qHTS; D(1A) dopamine receptor (Homo sapiens), P21728; HEK293 T-REx D1 cells, calcium flux, agonist mode; activation, % at 2 µM; 1% of 360,000 active; in the data active = activation above about 30%; note: 0% is about no effect
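Tetracycline-induced HEK293 TREx D1 cells, force-coupled to calcium signalling, were dye-loaded with a no-wash calcium kit. Compound was pin-added after a 10 s baseline. Fluorescence was read kinetically at 1 cycle/s for 180 s, with calcium rises flagged as agonism.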
RXFP1 ag = qHTS Assay for Agonists of the Relaxin Receptor RXFP1 | Relaxin receptor 1 (Homo sapiens), Q9HBX9 | HEK293T-RXFP1 cAMP TR-FRET, 30 min; response scale: percent of porcine relaxin response, buffer zero | Potency, µM (doses to about 57.5 µM), for the others: at the top dose activation, usual class: activators | 0.3% of 370,000 active; active = well fitted activation curve with a large enough effect; inconclusive = small, poorly fitted or top-dose-only effect; note: potency is the fitted concentration of half-maximal effect; % is set by controls: 0 for no effect and ±100 for the full control effect; nearly all actives have a fitted effect of over 60% in size; many of its hits are not listed in these tables
Target sequence (Q9HBX9 whole entry, looked up): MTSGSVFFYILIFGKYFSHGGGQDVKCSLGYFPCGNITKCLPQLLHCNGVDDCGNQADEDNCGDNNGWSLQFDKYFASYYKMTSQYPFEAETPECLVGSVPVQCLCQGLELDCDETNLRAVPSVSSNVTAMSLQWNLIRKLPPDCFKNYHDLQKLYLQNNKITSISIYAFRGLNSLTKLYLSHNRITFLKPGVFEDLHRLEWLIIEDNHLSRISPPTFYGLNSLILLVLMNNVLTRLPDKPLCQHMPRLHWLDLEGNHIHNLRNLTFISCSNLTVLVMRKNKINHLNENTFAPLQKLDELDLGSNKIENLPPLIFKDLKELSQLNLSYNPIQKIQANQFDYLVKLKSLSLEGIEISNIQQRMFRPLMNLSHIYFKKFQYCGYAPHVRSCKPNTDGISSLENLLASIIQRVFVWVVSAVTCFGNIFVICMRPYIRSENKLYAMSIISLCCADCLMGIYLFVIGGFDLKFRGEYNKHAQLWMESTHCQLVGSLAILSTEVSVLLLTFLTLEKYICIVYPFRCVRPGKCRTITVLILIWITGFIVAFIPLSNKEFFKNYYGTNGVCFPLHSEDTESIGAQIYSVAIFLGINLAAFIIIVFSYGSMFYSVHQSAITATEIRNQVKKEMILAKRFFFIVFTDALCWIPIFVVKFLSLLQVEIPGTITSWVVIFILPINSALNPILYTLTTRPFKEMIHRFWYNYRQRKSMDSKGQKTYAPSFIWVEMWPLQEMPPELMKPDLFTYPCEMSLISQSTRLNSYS
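HEK293 cells stably expressing RXFP1, treated 30 min at 37C with compounds plus PDE4 inhibitor Ro 20174; cAMP measured by HTRF TR-FRET. Normalized to buffer and 29 nM porcine relaxin; EC50 by Hill fit.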
D1 potentiator = Potentiators of Human D1 Dopamine Receptor: qHTS; D(1A) dopamine receptor (Homo sapiens), P21728; HEK293 TREx D1 cells, calcium flux, dopamine EC20 potentiation; potentiation, % at 10 µM; 0.036% of 360,000 active; AID 504651, 2011; in the data active = potentiation above about 30%; note: 0% is about no effect
RXFP1 antagonist = qHTS Assay for Antagonists of the Relaxin Receptor RXFP1; Relaxin receptor 1 (Homo sapiens), Q9HBX9; HEK293-RXFP1, relaxin-stimulated cAMP HTRF, 30 min; hits give low values; activity change, negative = inhibition, % at 57.5 µM; 0.59% of 350,000 active;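 active = activity change of -60% or lower, but not beyond a set lower limit; inconclusive = change between -60% and -40%, or beyond the set limit; inactive = change above -40%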; note: % is set by controls: 0 for no effect and ±100 for the full control effect
D2 antagonist = HTS Assay for Allosteric Antagonists of the Human D2 Dopamine Receptor: Primary Screen for Antagonists. D(2) dopamine receptor (Homo sapiens), P14416. HEK293 TREx D2 cells, calcium flux, dopamine EC80. inhibition, % at 10 µM. 2% of 340,000 active. AID 485344, 2010; in the data active = inhibition above about 30%; note: 0% is about no effect
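Compounds are added to dye-loaded, induced HEK293 T-REx cells coupled to calcium release via D2; after a 3 min kinetic read an EC80 dopamine stimulus is given and fluorescence is recorded for 3 more min.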
D2 agonist = HTS Assay for Allosteric Agonists of the Human D2 Dopamine Receptor: Primary Screen for Agonists | D(2) dopamine receptor (Homo sapiens), P14416 | HEK293 T-REx D2 cells, calcium flux agonist mode | activation, % at 2 µM | 0.53% of 340,000 active | AID 485358, 2010;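 active = activation over 3 SD above normal in the single-dose calcium agonist read, cut at about 30% in these data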; note: 0% is about no effect
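Agonism scored from kinetic calcium signal (1 read/sec, 180 s) following compound pin transfer, after a 10 s baseline. Cells: HEK293 Trex line expressing inducible D2 receptor coupled to calcium, dye-loaded after overnight culture at 30 C.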
D1 antag = Antagonist of Human D 1 Dopamine Receptor: qHTS | 3.2% of 360,000 active | D(1A) dopamine receptor (Homo sapiens), P21728 | activity change, negative = inhibition, % at 10 µM | HEK293 TREx D1 cells, calcium flux, dopamine EC80; hits give low values; in the data active = activity change below about -30%; note: % is set by controls: 0 for no effect and ±100 for the full control effect
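After overnight tetracycline induction at 30 C, force-coupled D1 HEK293 cells took up a no-wash calcium dye at room temperature. Compounds were added and monitored 180 s, and the response to EC80 dopamine was then recorded.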
TRHR enhancer = qHTS for Small Molecule Agonists and Allosteric Enhancers of Human TRH Receptor: Primary Screen for Enhancers | 0.66% of 360,000 active | enhancement, % at 2 µM | TRHR cells, fluo-8 calcium fluorescence, EC20 TRH enhancement | Thyrotropin-releasing hormone receptor (Homo sapiens), P34981; in the data active = enhancement above about 30%; note: 0% is about no effect
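TRHR-expressing cells loaded with fluo-8 calcium dye were read kinetically (ex 480/em 530) during compound addition, then stimulated with an EC20 of TRH (10 nM final). Enhancement of the Gq-mediated intracellular calcium response was scored.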
D2 potentiator = HTS Assay for Positive Allosteric Modulators of the Human D2 Dopamine Receptor: Primary Screen for Potentiators. D(2) dopamine receptor (Homo sapiens), P14416. HEK293 T-REx D2, calcium flux, EC20 dopamine potentiation. potentiation, % at 10 µM. 0.34% of 340,000 active. AID 485347, 2010;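 active = potentiation over 3 SD above the plate norm, cut at about 30% in these data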; note: 0% is about no effect
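Primary screen. Calcium kinetics in induced HEK293 T-REx D2 cells: compound pre-addition 180 s, EC20 dopamine, 180 s more.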
Starred values were filed as active, the others as inactive; ? = inconclusive; . = no result given; & = joins results of further samples. Some of the compounds tested; rates above refer to the full screens.

Order of values – D1 agonist	RXFP1 ag	D1 potentiator	RXFP1 antagonist	D2 antagonist	D2 agonist	D1 antag	TRHR enhancer	D2 potentiator
Cc1nc2c(s1)sc1ccccc12
 : 1	-1.5%	0	0	-3	0.0	-1	6	-6
CC(C)(C)C(=O)Nc1nnc(SCC(=O)NCc2ccco2)s1
 : 2	-0.3%	-6	3	0	-0.1	-26	0	1
COCO/C=C(\NC(C)=O)c1ccccc1
 : -3	0.2%	0	.	-3	0.6	.	8	-3
N#C/C(=C/c1ccc(Br)s1)C(=O)NCCc1c[nH]c2ccccc12
 : 0	1.5%	-10	13	8	-0.6	-13	-1	-10
CC1CCN(C(=O)COC(=O)c2cc([N+](=O)[O-])ccc2N2CCOCC2)CC1
 : 1	0.7%	-4	-16	0	0.3	-14	0	-15
CC1CCc2c(C(=O)NCCN3CCOCC3)csc2C1 (stereo not drawn)
 : 3	3.1%	0	-6	-16	-0.7	8	14	10
COc1ccc(C)cc1NC(=O)C1CCCN(S(=O)(=O)c2cnc[nH]2)C1 (stereo not drawn)
 : 3	0.1%	.	.	-21	-0.6	57	6	22
CCOc1cc(N2CCOCC2)c(OCC)cc1NC(=O)c1ccc(-n2ccnc2)c([N+](=O)[O-])c1
 : 2	2.5%	-6	-10	-7	-0.7	-9	8	6
O=C(CC(c1ccccc1)(c1ccccc1)c1ccccc1)N[C@@H](Cc1ccccc1)C(=O)O
 : -6	-1.0%	-1	.	-6	-0.1	5	1	16
COc1cc(C(=O)NCCSc2ccc(Br)cc2)cc(OC)c1OC
 : 2	3.0%	-4	-15	10	-0.3	4	4	6
C#CCSc1nc(N)c2c(n1)OC(N)=C(C#N)C2c1cccnc1 (stereo not drawn)
 : 1	1.4%	1	-10	-5	0.8	13	4	0
Cn1cc(CN2CCC(N3CCNC(=O)CC3)CC2)c(-c2ccccc2F)n1
 : 5	4.9%	2	-11	-1	1.4	-7	-4	10
Cc1ccc(OCCCCn2ccnc2)c([N+](=O)[O-])c1
 : 18	0.7%	-1	11	11	-0.8	-19	5	-6
Cc1cccn2c(=O)c(/C=C(\C#N)C(=O)NC3CCS(=O)(=O)C3)c(N3CCC(C(N)=O)CC3)nc12 (stereo not drawn)
 : 2	?	0	26	.	.	7	-1	.
CCN(C(=O)CSc1cc(-c2ccccc2)c2ccc(OC)cc2n1)C1CCS(=O)(=O)C1 (stereo not drawn)
 : 0	0.7%	-1	6	.	.	-24	6	.
COc1cc(/C=N/NC(=O)c2ccncc2)ccc1Oc1ccc([N+](=O)[O-])cn1
 : -1	-3.5%	4	4	-2	-0.5	-4	-1	3
CCCCn1c(N)c(N(CCOC)C(=O)c2cccc(-n3cnnn3)c2)c(=O)[nH]c1=O
 : 3	0.1%	-1	-16	23	0.3	3	-2	-7
Cn1nc(C(=O)Nc2ccccc2N2CCCC2)c2ccccc2c1=O
 : 3	4.6%	-4	3	-6	0.3	-2	-4	17
COc1ccc(N(C(C)C(=O)N(C)Cc2ccccc2)S(C)(=O)=O)cc1 (stereo not drawn)
 : 2	0.0%	0	-2	1	0.3	5	50*	0
COc1ccccc1NC(=O)Nc1sccc1-c1nc2ccccc2s1
 : 6	-2.0%	-2	-9	14	0.2	-3	-8	-6
N#CC1=C(N)NC(SCc2ccc(Br)cc2)=C(C#N)C12CCCCC2
 : 9	-1.3%	-6	.	.	.	3	-1	.
c1ccc2c(c1)nnn1c3ccccc3nc21
 : 1	1.9%	1	.	4	-0.7	-4	3	2
COc1ccc(/C=N/Nc2nc(Nc3ccccc3)nc(N3CCCCC3)n2)c(OC)c1
 : 2	0.2%	-2	-6	-15	-0.9	-15	-2	-3
COc1ccc2nc3oc(C(=O)N4CCN(c5ccccc5F)CC4)cc3cc2c1
 : 2	-0.2%	-5	1	.	.	-4	0	5
CCCC(=O)c1cc2c(cc1NC(=O)c1ccccc1F)OCCO2
 : 10&4	11%&1.7%	4&3	5&-2	-7	0.0&0.1	13&-2	-3&-10	-8&3
CN(CC(=O)NCC(=O)Nc1ccc(F)c(F)c1F)C1CCS(=O)(=O)C1 (stereo not drawn)
 : 1	-0.8%	-4	7	-33	0.5	14	2	-12
CC1=C(C(N)=O)C(c2ccncc2)n2nc(-c3ccccc3Cl)nc2N1 (stereo not drawn)
 : 0	6.6%	3	-10	1	-0.1	-8	-1	13
CC(C)c1ccc2c(c1)NC(c1ccncc1)=NC(c1cccs1)=N2
 : -1	2.1%	1	-3	.	.	-7	22	4
CCN1C(=O)[C@H]2[C@@H](c3ccc(-c4cc(C(C)=O)cs4)cc3)N3CCCC[C@@]3(C(=O)OC)[C@H]2C1=O
 : 2	8.1%	4	.	-4	2.2	-2	-1	-4
Cc1ccnc(NC(=O)CCC(=O)N(CC(=O)NC(C)(C)C)c2ccc3c(c2)OCO3)c1
 : 5	3.2%	.	0	-22	-2.7	4	-6	-1
CCNC(=O)CC(=O)Nc1ccccc1C(=O)O
 : -1	1.1%	-4	16	-5	-0.3	21	2	-5
Cc1cc(C)nc(/N=C(\N)Nc2cccc([N+](=O)[O-])c2)n1
 : 34*	2.6%	-5	-1	18	-1.0	-7	3	15
O=C(CNC(=O)c1ccc(-c2ccccc2)cc1)OCc1c(F)cccc1Cl
 : 24	-1.9%	7	-12	7	-0.5	-2	0	-11
Cc1ccc(-c2cc(-c3coc4ccc(Cl)cc4c3=O)c3c(n2)-c2ccccc2OC3)cc1
 : -1	-2.7%	-3	.	.	0.1	-2	10	-5
Cc1noc(C)c1CSc1ncnc2sc(C)c(C)c12
 : 3	6.9%	3	3	-7	0.2	-9	3	-6
COc1ccc(N(CC(=O)Nc2ccc(C)cn2)S(=O)(=O)c2c(C)nn(C)c2C)cc1
 : -1	0.2%	8	-5	0	0.5	9	0	7
CCn1cc(CN2CCCC(CNS(=O)(=O)c3cccc4cccnc34)C2)cn1 (stereo not drawn)
 : 1	0.9%	-5	-13	27	2.0	8	5	-14
Cc1ccccc1Nc1nnc(SCc2nc3ccccc3c(=O)[nH]2)s1
 : 3	0.7%	1	.	11	-0.1	13	2	-9
CCc1ccc(NC(=O)/C(C#N)=C/c2ccncc2)cc1
 : 2	-1.4%	-2	7	-23	-0.2	3	0	11
Cc1cc(C(=O)NC2CCCc3ccccc32)c(C)o1 (stereo not drawn)
 : 3	0.4%	-2	1	-12	0.5	.	5	5
COc1ccc(Nc2nc(-c3ccccc3)c3cc(Br)ccc3n2)cc1
 : 2	3.3%	0	-11	.	-0.2	-4	-14	-2
Cc1ccc(-n2ncc3c2CC(C)(C)CC3NC(=O)c2ccc[n+]([O-])c2)cc1 (stereo not drawn)
 : 1	-0.6%	2	-8	4	0.1	0	-3	4
COc1cccc(CN2CCN(Cc3nc4c(s3)CCCC4)CC2CCO)c1 (stereo not drawn)
 : 7	2.2%	1	5	11	0.2	1	4	-10
CCn1c(=N)c(C(=O)NCC2CCCO2)cc2c(=O)n3cc(C)ccc3nc21 (stereo not drawn)
 : 3	?	-2	.	.	-1.5	14	-1	2
CCc1ccc(NC(=O)CNS(=O)(=O)c2c(C)noc2C)cc1
 : 3	1.8%	1	0	-5	0.3	-31*	-2	4

An excerpt from above in order of SMILES length, smallest number first:
Order of values – D1 agonist	RXFP1 ag	D1 potentiator	RXFP1 antagonist	D2 antagonist	D2 agonist	D1 antag	TRHR enhancer	D2 potentiator
CCNC(=O)CC(=O)Nc1ccccc1C(=O)O
 : -1	1.1%	-4	16	-5	-0.3	21	2	-5
Cc1noc(C)c1CSc1ncnc2sc(C)c(C)c12
 : 3	6.9%	3	3	-7	0.2	-9	3	-6
Cc1cc(C(=O)NC2CCCc3ccccc32)c(C)o1 (stereo not drawn)
 : 3	0.4%	-2	1	-12	0.5	.	5	5
CCc1ccc(NC(=O)/C(C#N)=C/c2ccncc2)cc1
 : 2	-1.4%	-2	7	-23	-0.2	3	0	11
CCc1ccc(NC(=O)CNS(=O)(=O)c2c(C)noc2C)cc1
 : 3	1.8%	1	0	-5	0.3	-31*	-2	4
COc1ccc(Nc2nc(-c3ccccc3)c3cc(Br)ccc3n2)cc1
 : 2	3.3%	0	-11	.	-0.2	-4	-14	-2
Cc1cc(C)nc(/N=C(\N)Nc2cccc([N+](=O)[O-])c2)n1
 : 34*	2.6%	-5	-1	18	-1.0	-7	3	15
O=C(CNC(=O)c1ccc(-c2ccccc2)cc1)OCc1c(F)cccc1Cl
 : 24	-1.9%	7	-12	7	-0.5	-2	0	-11
CCn1cc(CN2CCCC(CNS(=O)(=O)c3cccc4cccnc34)C2)cn1 (stereo not drawn)
 : 1	0.9%	-5	-13	27	2.0	8	5	-14
Cc1ccc(-n2ncc3c2CC(C)(C)CC3NC(=O)c2ccc[n+]([O-])c2)cc1 (stereo not drawn)
 : 1	-0.6%	2	-8	4	0.1	0	-3	4
Cc1ccc(-c2cc(-c3coc4ccc(Cl)cc4c3=O)c3c(n2)-c2ccccc2OC3)cc1
 : -1	-2.7%	-3	.	.	0.1	-2	10	-5

Next compounds:
Order of values – D1 agonist	RXFP1 ag	D1 potentiator	RXFP1 antagonist	D2 antagonist	D2 agonist	D1 antag	TRHR enhancer	D2 potentiator
CC1CCCCC1NC(=O)CN(C)S(=O)(=O)c1ccc2c(c1)CCC(=O)N2 (stereo not drawn)
 : 3	0.4%	3	-4	13	0.2	-4	-14	6
CC(=O)Nc1ncc(Cc2cccc(Cl)c2)s1
 : 4	-0.9%	1	4	-13	0.9	4	9	-2
O=C1CCC(=O)N1c1ccc(S(=O)(=O)Nc2cccc([N+](=O)[O-])c2)cc1
 : 5	14%	-4	-3	3	0.1	8	4	16
CSc1ccc(NC(=O)Cn2nnnc2-c2ccccc2F)cc1
 : 1	-0.1%	1	-12	.	-0.5	-8	3	8
Cc1ccc(NC(=O)Cn2c(=O)c3ccc(Cl)cc3n3nncc23)cc1
 : 1	29%	3	.	.	0.1	3	-4	2
